G6PDH counter: L. mesenteroides G6PDH inhibitors, counter-screen for G6PDH-coupled screening assays, biochemical, Leuconostoc mesenteroides enzyme; glucose-6-phosphate dehydrogenase [Leuconostoc mesenteroides]; 200,000 compounds, 0.12% hits; Purified L. mesenteroides G6PDH, diaphorase/resazurin coupled fluorescence, 45 min; inhibition, % at 5 µM; AID 1020, 2008; in the data active = inhibition above about 50%
Diaph act CS: compounds boosting diaphorase resazurin reduction – biochemical, uHTS, resorufin fluorescence, counter-screen for diaphorase-coupled primary assays, primary screen | 190,000 compounds, 0.005% hits | activation factor at 20 µM | Diaphorase/resazurin coupled assay, 16 min; stronger effect = higher value; 1 = vehicle wells, 0 = NADH-free wells;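 active = diaphorase activity raised at least twofold by the compound at 20 µM; inactive = activation factor below 2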
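Material: purified diaphorase enzyme from Clostridium kluyveri; Also added: 0.114 mM NADH and 0.1 mM resazurin, final amounts; Doses: single compound dose of 20 µM, 1% DMSO final; Times: 16 min enzyme reaction, ambient temperature; Detection: resorufin fluorescence, excitation 544 nm, emission 590 nm; Measure: increased resorufin signal from activators or reducing compounds.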
PMI act satM6P: human PMI activators, high substrate, primary screen, biochemical, fluorescence intensity, near-saturating mannose 6-phosphate; Mannose-6-phosphate isomerase (Homo sapiens), P34949; coupled PMI enzyme assay, resazurin fluorescence, 20 min; stronger effect = higher value; 1 = untreated enzyme, 0 = substrate-free blank; activation factor at 20 µM; 190,000 compounds, 0.34% hits; AID 1216, 2008;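 active = activation factor of 2 or more at 20 µM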
Target sequence (P34949 whole entry, looked up): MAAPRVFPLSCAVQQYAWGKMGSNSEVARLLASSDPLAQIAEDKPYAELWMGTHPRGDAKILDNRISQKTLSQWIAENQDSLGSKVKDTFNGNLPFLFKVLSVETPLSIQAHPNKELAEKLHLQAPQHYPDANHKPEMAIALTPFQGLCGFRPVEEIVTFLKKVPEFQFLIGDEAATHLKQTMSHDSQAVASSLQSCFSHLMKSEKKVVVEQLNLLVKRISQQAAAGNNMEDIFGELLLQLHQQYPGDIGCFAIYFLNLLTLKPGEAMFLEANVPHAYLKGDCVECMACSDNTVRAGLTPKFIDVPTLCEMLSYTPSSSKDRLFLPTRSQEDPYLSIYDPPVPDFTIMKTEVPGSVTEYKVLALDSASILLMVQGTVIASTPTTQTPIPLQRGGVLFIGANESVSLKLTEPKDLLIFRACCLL
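Material: human phosphomannose isomerase with PGI, G6PDH, diaphorase coupling enzymes / Reagent: Man-6-P substrate 1.0 mM / Dosing: single compound dose of 20 µM, 1% DMSO final / Incubation: enzyme reaction with compound 20 min at room temperature / Signal: resorufin fluorescence (Ex 544/Em 590 nm) from resazurin via diaphorase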
FLuc act counter: FLuc activators, initial screening, artefact control for FLuc-dependent activation tests, biochemical, ATPlite luminescence. ATPlite luciferase biochemical, 10 min; 0 = ATP-free wells, 1 = DMSO control. activation factor at 10 µM. 200,000 tested, under 10 active. AID 1027, 2008;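 active = luciferase activation factor, scaled between plate controls, of at least 2 with compound at 10 µM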
Target sequence (P08659 whole entry, looked up): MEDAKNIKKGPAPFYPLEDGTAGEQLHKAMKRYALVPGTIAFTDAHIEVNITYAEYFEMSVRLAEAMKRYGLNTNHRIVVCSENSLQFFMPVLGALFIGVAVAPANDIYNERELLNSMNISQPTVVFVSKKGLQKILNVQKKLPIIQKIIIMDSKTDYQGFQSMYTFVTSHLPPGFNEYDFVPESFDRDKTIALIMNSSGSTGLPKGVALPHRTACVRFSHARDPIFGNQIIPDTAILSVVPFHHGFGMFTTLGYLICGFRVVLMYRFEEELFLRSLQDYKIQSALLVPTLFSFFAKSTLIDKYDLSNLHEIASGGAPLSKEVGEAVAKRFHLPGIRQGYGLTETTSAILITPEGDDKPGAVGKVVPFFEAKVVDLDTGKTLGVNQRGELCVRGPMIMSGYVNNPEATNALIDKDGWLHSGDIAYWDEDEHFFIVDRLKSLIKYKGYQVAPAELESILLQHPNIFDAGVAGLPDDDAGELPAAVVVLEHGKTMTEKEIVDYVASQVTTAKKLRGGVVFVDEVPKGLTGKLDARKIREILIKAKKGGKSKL
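Assay system – cell-free luciferase reagent · Medium – PBS-based ATP solution · Dosing – test compounds dosed from 2 mM stocks in 100% DMSO · Timing – 10 min, room temperature · Technique – light output (luminescence) · Measure – luminescence gain marking luciferase activators · Controls – No-ATP low control, compound-free enzyme-plus-ATP high control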
TNAP inh no acc: human TNAP enzyme inhibitors, primary screen, biochemical, luminescent, no phosphate acceptor, uHTS; Alkaline phosphatase, tissue-nonspecific isozyme (Homo sapiens), P05186; purified TNAP, CDP-star luminescence, 30 min; inhibition, % at 20 µM; 200,000 compounds, 0.26% hits; AID 1012, 2008;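 active = tissue-nonspecific alkaline phosphatase inhibition above about 50% at 20 µM in the single-dose screen, limit read from the data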;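 also: 0% = DMSO negative control and 100% = EDTA positive control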
TNAP inh hiacc: human TNAP enzyme inhibitors, primary screen, biochemical, luminescent, high phosphate acceptor level, uHTS; Alkaline phosphatase, tissue-nonspecific isozyme (Homo sapiens), P05186; purified TNAP, CDP-star luminescence, 1 M DEA; inhibition, % at 20 µM; 200,000 compounds, 0.03% hits; AID 1135, 2008;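 active = over 50% inhibition of tissue-nonspecific alkaline phosphatase at 20 µM in the single-dose screen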;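 also: plate controls were DMSO wells for no effect and EDTA-quenched wells as full inhibition for full effect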
Diaphorase inh: diaphorase inhibitors and chemical oxidizers, primary screen, counter-screen for diaphorase-coupled primary assays, biochemical, uHTS, resorufin fluorescence. 190,000 compounds, 0.69% hits. diaphorase resazurin-to-resorufin fluorescence, NADH, 16 min; bacterial (C. kluyveri) enzyme, not human. inhibition, % at 20 µM. AID 1217, 2008;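 active = primary screen inhibition at 20 µM above a set limit, cut at about 50% in these data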;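 also: plate controls were DMSO with full reaction for no effect and wells lacking NADH for full effect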
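Detection: fluorescence of resorufin formed from resazurin, Ex 544/Em 590 nm; test system: Clostridium kluyveri diaphorase enzyme; amount: 0.14 U/mL diaphorase, enzyme working solution; times: 16-min room-temperature incubation before reading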
PMI act: activators of human PMI, primary screen, biochemical, fluorescence intensity, near-Km mannose 6-phosphate. AID 1214, 2008. purified human PMI, coupled resazurin fluorescence, 20 min; stronger effect = higher value; 1 = vehicle control, 0 substrate-free wells. activation factor at 20 µM. 190,000 compounds, 0.005% hits;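 active = activation factor of 2 or more at 20 µM, relative to plate controls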
TNAP act hi DEA: TNAP activators at high phosphate acceptor level, primary screen, biochemical, luminescence, uHTS; Alkaline phosphatase, tissue-nonspecific isozyme (Homo sapiens), P05186; purified TNAP, CDP-star luminescence, 1 M DEA, 30 min; stronger effect = higher value; 0 = EDTA background, 1 = DMSO-only activity; activation factor at 20 µM; 200,000 tested, under 10 active;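 active = activation factor at least 2 at 20 µM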
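Test system – human TNAP · Doses – 20 µM single point · Incubation – 30 min, room temperature · Signal – luminescent substrate turnover signal · Read-out basis – activation factor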
Efa HMGR inh: inhibitors of E. faecalis class II HMGR, primary screen, biochemical, Enterococcus faecalis | inhibition, % at 10 µM | 190,000 compounds, 0.41% hits | HMG-CoA reductase (Enterococcus faecalis, mvaE) | purified E. faecalis HMGR, NADPH absorbance 340 nm kinetic;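 active = inhibition above a set limit, the median over all tested compounds plus 3 SD, cut at about 9.5% in these data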;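 also: enzyme runs in reverse so mevalonate oxidation gives rising NADPH absorbance; 0% = complete reaction with DMSO and 100% = background rate lacking mevalonate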
Starred values were filed as active, the others as inactive; . = no result given.

SMILES	G6PDH counter	Diaph act CS	PMI act satM6P	FLuc act counter	TNAP inh no acc	TNAP inh hiacc	Diaphorase inh	PMI act	TNAP act hi DEA	Efa HMGR inh
O=C(COc1ccc(S(=O)(=O)N2CCCC2)cc1Cl)NC1CCCC1	11	1	1	1	-7	-10	-2	1	1.1	-6
CC(=O)c1c(C)c[nH]c1C	-2	1	1.1	1	-8	0	4	1.1	1	-7
Cc1ccc(C(C(=O)NCC2CCCO2)N(Cc2ccccc2)C(=O)c2ccc(-c3ccccc3)[nH]2)o1 (stereo unspecified)	-12	0.9	1	1	-44	-2	13	0.8	1	-3
COc1ccc(CC(=O)NCc2nnc(SCCOc3ccccc3)n2C)cc1	-7	0.9	1	1.1	-15	-4	6	0.9	1	-4
COc1ccccc1N1CCN(C(=O)CCCC2=NS(=O)(=O)c3ccccc3N2)CC1	-14	0.8	0.9	1.1	-9	-4	22	0.9	1	-9
COc1ccc(CCNC(=O)C2CC2)cc1OC	9	1	1	1	-5	-5	-2	1.1	1	-4
O=C(Nc1ccccc1Br)C1CCN(C(=O)Cc2ccccc2)CC1	-1	0.9	1	1	-8	-3	11	1	1	-2
Nc1nc(SCC(=O)NCCCO)nc2sc3c(c12)CCC3	2	0.7	0.4	1	-8	0	30	0.8	1	-4
COc1ccc(NC(=O)NNC(=O)CCC(=O)Nc2ccccc2Cl)cc1	-3	1	1	1	-6	-2	4	1	1	-12
COC(=O)c1sccc1-n1cccc1C(=O)C(=O)N1CCOCC1	24	1	1	1	-5	-2	-2	1	1	-1
S=c1nc(-c2ccccc2Br)[nH][nH]1	1	1	0.9	0.9	8	-4	4	0.5	1	4
CCOc1ccc(NC(=O)CSc2nnc(C)n2Cc2ccccc2)cc1	8	1	1.1	1	-16	-5	-3	1	1.1	-5
COc1ccc(/C=N/Nc2nnc(-c3ncc[nH]3)c3ccccc23)cc1	4	1.1	1	0.3	9	16	-8	1	0.8	-2
CCN(CC)C(=O)c1csc(Nc2ccc(C)cc2)n1	2	0.9	1	1	-12	-6	9	1	1.1	3
Cc1c(Cl)cccc1NC(=O)CNC(=O)c1ccc(F)cc1	19	0.9	0.9	1	-5	2	12	0.9	1	-5

Entries of single compounds, looked up by structure. Values in the order: G6PDH counter, Diaph act CS, PMI act satM6P, FLuc act counter, TNAP inh no acc, TNAP inh hiacc, Diaphorase inh, PMI act, TNAP act hi DEA, Efa HMGR inh
Listed for COc1ccccc1N1CCN(C(=O)CCCC2=NS(=O)(=O)c3ccccc3N2)CC1 → -14, 0.8, 0.9, 1.1, -9, -4, 22, 0.9, 1, -9
Listed for COc1ccc(/C=N/Nc2nnc(-c3ncc[nH]3)c3ccccc23)cc1 → 4, 1.1, 1, 0.3, 9, 16, -8, 1, 0.8, -2
Listed for COc1ccc(CCNC(=O)C2CC2)cc1OC → 9, 1, 1, 1, -5, -5, -2, 1.1, 1, -4
Listed for CCN(CC)C(=O)c1csc(Nc2ccc(C)cc2)n1 → 2, 0.9, 1, 1, -12, -6, 9, 1, 1.1, 3

Following part:
SMILES	G6PDH counter	Diaph act CS	PMI act satM6P	FLuc act counter	TNAP inh no acc	TNAP inh hiacc	Diaphorase inh	PMI act	TNAP act hi DEA	Efa HMGR inh
Cc1ccccc1C(=O)N1CCC(C(=O)Nc2ccc3c(c2)OCO3)CC1	-14	0.9	0.9	1	-14	1	7	0.9	1	1
O=C1CCCCC1Sc1nnc(-c2ccc3c(c2)OCO3)o1 (stereo unspecified)	1	1	1	0.1	-11	0	4	1	1	1
O=C(N/N=C/c1cccc([N+](=O)[O-])c1)c1cc2ccccc2o1	-19	0.9	1.1	1.1	0	1	6	1	1	-10
CCCCNC(=O)c1c[nH]c2ccc(S(=O)(=O)N3CCOCC3)cc2c1=O	4	0.8	0.9	1	-6	0	18	1	1	0
CCCCS(=O)(=O)C1CCS(=O)(=O)C1 (stereo unspecified)	0	0.8	0.9	1	-9	-3	18	0.9	1	0
Cc1ccc(SCCC(=O)NCc2ccccn2)cc1	-1	0.9	0.9	1	-16	-5	12	1	1.1	1
CNC(=O)c1cc(Nc2nnc(C)c3ccccc23)ccc1OC	6	0.9	1	1.1	-8	-7	10	1	1.1	2
COc1ccc(CC(=O)OC(C)CN2CCOCC2)cc1 (stereo unspecified)	0	0.9	1	1.1	-12	-9	11	1.1	1.1	-8
Cc1noc(C)c1S(=O)(=O)Nc1ccc(C(=O)NCCc2ccccc2)cc1	13	0.9	1	1.1	0	-1	9	1	1	0
O=c1c2c(-c3ccccc3)csc2ncn1/N=C/c1cccc([N+](=O)[O-])c1O	5	1	1.3	1	10	17	4	1.3	0.8	-4
Cc1ccc(CSc2ncnc3c2cnn3-c2ccc(C)cc2)cc1	-10	0.9	1	1	-10	-2	8	0.9	1	-4
COc1ccc(N2CCN(C(CNC(=O)c3ccc4c(c3)OCO4)c3cccnc3)CC2)cc1 (stereo unspecified)	3	0.9	0.9	1	-10	-3	6	1	1	-6
Cc1ccc(C(=O)N/C(=C\c2ccc(Br)cc2)c2nc(=S)[nH][nH]2)cc1	5	0.7	1.4	1.1	15	10	28	1.1	0.9	-4
O=C(Nc1cccc(Cl)c1)Nc1ccnc(-c2cccnc2)n1	3	1.2	1.1	1	4	8	-23	1.1	0.9	1
CCc1nnc(NC(=O)Nc2ccc(Cl)cc2)s1	23	1	1	1.1	2	-3	2	1	1	5
COc1ccc(NC(=O)N2c3ccccc3C(C)=CC2(C)C)cc1	7	0.9	0.7	1	-6	0	6	0.9	1	-7
O=C(Nc1ccccc1)c1cc2ccccc2o1	7	0.9	1	0.3	-11	-5	12	0.9	1.1	-1
CC(=O)N1CC(C)c2scc(C)[n+]2-c2ccccc21 (stereo unspecified)	2	0.9	1	1	14	-1	10	1.1	1	3
CC(=O)Nc1ccc(S(=O)(=O)NCc2ccncc2)cc1	16	1	0.9	1	1	-1	4	0.9	1	-3
CC(C)CN(C(=O)c1ccc(=O)n(C)n1)c1nc2ccccc2s1	28	0.8	0.8	0.9	-8	-4	23	0.8	1	-5
CC(C)[C@H](NC(=O)OC(C)(C)C)c1nnc(S(=O)(=O)Cc2c(F)cccc2Cl)o1	-1	1	1	1	-6	-4	-2	1	1	.
O=C1c2ccccc2C2NC(=O)C3(CCCCC3)N12 (stereo unspecified)	3	0.9	1	1.1	-19	-10	12	1.1	1.1	0
CCOc1ccc(NC(=O)C2CCCN(S(=O)(=O)c3c(C)n[nH]c3C)C2)cc1 (stereo unspecified)	-1	1	1	1	29	-4	-2	0.9	1	-2
COc1ccc(S(=O)(=O)N2CCC(C(=O)NCCC3=CCCCC3)CC2)cc1OC	6	0.9	0.9	1.1	0	-4	13	1.1	1	-1
CCOc1ccc(CCNC(=O)c2cc3ccccn3n2)cc1OCC	4	0.8	1	1	-14	-9	24	1.1	1.1	1
NC(N)=Nc1nc(-c2ccccc2)c2cc(F)ccc2n1	-5	0.9	1	1	-18	1	7	1	1	-3
COC(=O)CNC(=O)c1cccc(-c2ccc(OC)cc2)c1	5	1.1	1	1	-6	-3	-6	1	1	-5
OC1(c2ccccc2F)CCN(Cc2nnnn2Cc2ccc(F)cc2)CC1	-1	0.9	1	1	-8	-6	13	1	1.1	1
CCC(=O)Nc1ccccc1C(=O)OC(c1ccccc1)c1ccccc1	-2	0.9	0.9	1	-15	4	13	0.8	1	-7
CSCCC(NC(=O)c1ccc([N+](=O)[O-])cc1Cl)C(=O)OCC(=O)NCCCc1ccccc1 (stereo unspecified)	6	0.8	1	1	-8	-3	21	0.9	1	3
CCOC(=O)Cc1csc(SCC(=O)Nc2sc3c(c2C(N)=O)CCC3)n1	4	0.8	0.9	1.1	-3	-6	17	0.9	1.1	0
CCOC(=O)c1ccc(NC(=O)CSc2nnc(C3CC3)n2C)cc1	0	1.1	1.1	1	-8	-4	-9	1.1	1	-5
Cc1ccc(-c2csc3nc[nH]c(=S)c23)cc1	9	0.3	1.1	1	4	-3	70*	1.1	1	-1
COc1ccc(C(=O)NC(=S)Nc2cccnc2)cc1OC	17	1.1	1	1	-4	-4	-10	1	1	-5
Nc1cc(N2CCCCC2)c(Cl)cc1[N+](=O)[O-]	0	0.7	0.8	1	1	9	25	0.7	0.9	-5
CCCOC(=O)CCCCC1SCC(NC(=O)OC)C1NC(=O)OC (stereo unspecified)	3	0.8	1	1.1	-6	-7	16	1	1.1	1
Cc1cc(=O)[nH]c(-c2ccccc2O)n1	3	0.9	0.9	1	-6	-2	14	1	1	-3
CNc1ccc(OC(F)F)cc1C(=O)c1ccccc1	6	0.8	0.9	1.1	-3	-1	19	0.9	1	-2
O=C(Nc1nnc(C2CC2)s1)C1Cc2ccccc2CN1S(=O)(=O)c1ccccc1F (stereo unspecified)	7	0.7	0.7	1	1	0	28	0.7	1	0
O=[N+]([O-])c1ccc(/C=N/n2c(-c3cccnc3)n[nH]c2=S)cc1	-6	0.7	0.9	0.9	24	5	28	0.9	0.9	-10
O=C(CNC(=O)c1ccc(Cl)cc1)NCCCn1ccnc1	6	1	1	1	-4	-5	2	0.9	1.1	-4
Cn1cc(/C=C/C(=O)N2CCCC(C(=O)c3cccc(C(F)(F)F)c3)C2)cn1 (stereo unspecified)	12	0.8	0.9	1	-6	-5	20	0.9	1.1	-4
Cc1cccc(-n2c(N)c(C(=O)N3CCN(C)CC3)sc2=S)c1	5	0.8	0.9	1.1	-11	-6	18	0.9	1.1	-5
CCc1c(C(=O)N2CCN(c3ccccc3F)CC2)[nH]c(C)c1C(C)=O	4	0.8	0.9	1	-9	-4	16	1	1	-8
